N-glyco inh: N-linked glycosylation inhibition | D54 ERlucT glycosylation luciferase reporter, 24 h; percent of 100 nM tunicamycin response | reporter increase, % at 12.5 µM | 0.23% of 360,000 active;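 active = mean luciferase reporter signal, scaled so untreated is 0 and the glycosylation-blocking control 100, at or above a set limit in every replicate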;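 also: luciferase carries N-glycosylation sites so blocking glycosylation raises the light; 0% = median of neutral control wells and 100% = median of 100 nM tunicamycin wells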
aDG glyco act: increases alpha dystroglycan glycosylation. 0.22% of 360,000 active. activation, % at 10 µM. Pro5-aDG cells, alpha-DG glycosylation AlphaScreen (IIH6); 0% Pro5, 100% B10-LARGE cell signal;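 active = activation of at least 8% versus controls, or a plate z-score of at least 8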;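 also: Pro5 are CHO cells carrying HIG-tagged alpha-DG that lacks glycosylation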
MC4R barr agon: activates human MC4R beta-arrestin recruitment. 0.98% of 360,000 active. AID 540308. P32245. activation, % at 8.9 µM. U2OS MC4R beta-arrestin complementation, luminescence; percent of melanotan II response, DMSO zero;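 active = activation above a per-plate cutoff, the mean activation of sample wells on that plate plus 3 SD, cut at about 8% in these data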
Target sequence (P32245 whole entry, looked up): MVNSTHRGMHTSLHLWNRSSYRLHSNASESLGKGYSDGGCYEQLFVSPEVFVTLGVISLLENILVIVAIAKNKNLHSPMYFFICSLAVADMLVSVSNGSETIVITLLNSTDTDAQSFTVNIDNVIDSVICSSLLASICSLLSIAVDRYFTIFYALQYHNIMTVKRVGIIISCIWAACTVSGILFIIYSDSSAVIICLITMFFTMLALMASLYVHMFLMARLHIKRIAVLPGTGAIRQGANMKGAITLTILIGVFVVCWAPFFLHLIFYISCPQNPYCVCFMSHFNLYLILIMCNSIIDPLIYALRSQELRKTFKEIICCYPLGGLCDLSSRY
ABCB6 inh MLPCN: inhibitors of human ABC transporter ABCB6 | Q9NP58 | K562-ABCB6 porphyrin accumulation, flow cytometry, 1 h; active compounds read low | fluorescence ratio to DMSO, % at 10 µM | 0.19% of 360,000 active | AID 602162;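 active = fluorescence ratio to DMSO below 75%, the collection mean minus 3 SD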;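 also: signal is porphyrin accumulated inside mitochondria; 100% equals median channel fluorescence of DMSO control wells; lower ratio means ABCB6 inhibition with less porphyrin fluorescence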
iPSC survival up: hiPSC single-cell survival enhancement; AID 602274; 0.044% of 360,000 active; survival enhancement, % at 20 µM; ATPlite luminescence; 100% = ROCK inhibitor wells, 0% = DMSO; in the data active = survival enhancement above about 18%;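 also: cells exposed to compounds for 16 hours before the ATP read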
Exocytosis inh: lytic granule exocytosis inhibition | inhibition, % at 10 µM | 0.66% of 360,000 active | TALL-104 LAMP-1 surface exposure, flow cytometry; cells stimulated with thapsigargin and PMA;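 active = inhibition above about 55%, limit read from the data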
ABHD5-PLIN5 inh: inhibitors of human ABHD5-perilipin-5 interaction; Split G. princeps luciferase complementation, luminescence, 4 h; inhibition, % at 4 µM; Q00G26+Q8WTS1; AID 602281; 0.78% of 360,000 active;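 active = inhibition above the mean inhibition across every tested compound plus 3 SD, cut at about 22% in these data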;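 also: 0% = DMSO only wells and the 100% control is not disclosed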
H9c2 protect: modulators protecting cardiomyocytes from myocardial damage; H9c2 cardiomyocytes, H2O2 injury protection, ATPLite, 2 h; protection from H2O2 cell death, % at 20 µM; 0.63% of 360,000 active; AID 588492;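 active = compounds giving at least 50% protection of heart cells from peroxide-induced death in the single-dose screen, raw or plate-pattern-corrected value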;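 also: 0% = DMSO wells with peroxide and 100% = DMSO wells without peroxide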
HTR2A ag: mouse HTR2A agonism via beta-arrestin recruitment; CHO-K1 mHTR2A beta-arrestin complementation, luminescence; percent of 30 µM serotonin response; activation, % at 7.6 µM; 0.66% of 360,000 active;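 active = activation above a run cutoff, the mean activation of all tested compounds plus 3 SD, cut at about 14% in these data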;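 also: 0% = plate median of compound wells and 100% = 30 µM serotonin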
Target sequence (P35363 whole entry, looked up): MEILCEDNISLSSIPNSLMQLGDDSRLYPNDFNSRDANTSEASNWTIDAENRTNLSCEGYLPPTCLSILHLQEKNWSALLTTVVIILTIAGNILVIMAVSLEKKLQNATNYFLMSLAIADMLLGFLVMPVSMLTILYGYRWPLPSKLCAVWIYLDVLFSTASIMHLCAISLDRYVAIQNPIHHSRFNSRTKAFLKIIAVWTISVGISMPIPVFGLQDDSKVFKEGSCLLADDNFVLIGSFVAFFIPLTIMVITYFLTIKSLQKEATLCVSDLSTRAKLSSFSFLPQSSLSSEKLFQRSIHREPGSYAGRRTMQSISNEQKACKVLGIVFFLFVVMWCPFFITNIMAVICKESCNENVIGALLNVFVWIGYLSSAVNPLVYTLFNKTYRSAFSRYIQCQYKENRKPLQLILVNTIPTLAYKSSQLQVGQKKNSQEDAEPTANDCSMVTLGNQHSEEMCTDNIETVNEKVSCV
MC4R antagonist: antagonists of human melanocortin 4 receptor (MC4R); 0.48% of 360,000 active; MC4R-expressing cells, MTII-stimulated cAMP, LANCE TR-FRET; inhibition, % at 6.5 µM;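 active = inhibition above its plate's cutoff, the mean of tested wells on that plate plus 3 SD, cut at about 29% in these data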;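 also: 0% = Melanotan II alone and 100% = Melanotan II plus saturating MCL0020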
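material = U2OS cells stably expressing human melanocortin 4 receptor (MC4R) | also added = Melanotan II challenge | dosing = single nominal compound dose of 6.5 µM | detection = TR-FRET with Eu-cAMP and labeled anti-cAMP, 671 nm | replication = singlicate | timing = compound 30 min, challenge 1 h, detection 1 h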
* = called active by the depositor; x = not tested or not shown. This is a random part of the collection; overall some 4.5% were active at least once.

SMILES | N-glyco inh | aDG glyco act | MC4R barr agon | ABCB6 inh MLPCN | iPSC survival up | Exocytosis inh | ABHD5-PLIN5 inh | H9c2 protect | HTR2A ag | MC4R antagonist
Cc1cc(C(=O)Cn2nc(C(=O)O)c3ccccc3c2=O)c(C)n1C1CC1 | -5 | -0.3 | 2.6 | 95 | 0.1 | -2 | 7 | 7 | 3 | 7
COc1ccccc1CNc1nc(NCc2cccc(OC)c2OC)c2sccc2n1 | -6 | 2.1 | -3.0 | 93 | 8.5 | 20 | 16 | -11 | -5 | -8
CCN(CC)S(=O)(=O)c1cc(C)c(C)cc1Br | -2 | 0.0 | -0.2 | 108 | 4.2 | 0 | -6 | -6 | 0 | -3
Cc1cccc2c1-c1sc(C(=O)Nc3cccc([N+](=O)[O-])c3C)cc1CO2 | -4 | 0.5 | 4.6 | 92 | -1.7 | 3 | -9 | 3 | -5 | 6
COc1ccccc1-c1nnc(NC(=O)c2ccc(S(=O)(=O)N3CCOCC3)cc2)o1 | 1 | 0.5 | -0.9 | 102 | -0.3 | -3 | -3 | 11 | -3 | 17
COCC(C)NC(=O)CSc1nc(-c2ccccc2)c(-c2ccccc2)o1 (stereo not drawn) | -3 | -0.1 | -0.6 | 88 | 3.6 | -7 | -2 | 5 | -5 | 10
C[n+]1c2n(c3ccccc31)N=C(c1cc(C(C)(C)C)c(O)c(C(C)(C)C)c1)CS2 | 12 | 0.1 | -1.6 | 87 | 0.0 | 58* | 12 | -26 | -1 | -6
COc1ccc(S(=O)(=O)NC2CCc3ccccc32)cc1OC (stereo not drawn) | -1 | 0.0 | -1.5 | 100 | -0.1 | 7 | -4 | 0 | -1 | -1
COc1ccc(CNC(=O)CC[C@H]2O[C@@H](n3cc(C)c(=O)[nH]c3=O)C[C@@H]2O)cc1 | 2 | -0.2 | x | 97 | 1.7 | -2 | 2 | 4 | -2 | x
C=CCn1c(N)c(C(=O)Nc2ccccc2OC)sc1=S | -1 | -0.3 | -0.2 | 99 | -0.9 | 1 | 10 | 2 | 8 | 2
O=C1CCc2cc(NS(=O)(=O)c3ccc(F)cc3)cc3c2N1CCC3 | 6 | 0.4 | -2.7 | 95 | 0.1 | -10 | 4 | -17 | 0 | -3
CN1CCN(c2cc(C(F)(F)F)nc(-c3ccccn3)n2)CC1 | 2 | -0.8 | -0.1 | 99 | -1.3 | 8 | -2 | 4 | -1 | 20
CCc1ccc(NC(=O)CCn2ccnc2C)cc1 | 2 | 0.0 | -0.4 | 91 | 2.4 | 0 | -1 | 1 | -6 | 4
COc1cc(C(=O)NC2CC(C)(C)NC(C)(C)C2)cc(OC)c1OC | 1 | -0.1 | -0.5 | 89 | 0.7 | -6 | 4 | -4 | -2 | 1
CN(C)CC(CCCCC(CN(C)C)C(=O)c1ccccc1)C(=O)c1ccccc1 (stereo not drawn) | -7 | 0.1 | -1.0 | 99 | -0.2 | 6 | 6 | 7 | -6 | 12
CCCCCNC(=O)CC1Nc2c3ccccc3nc(=S)n2C1=O (stereo not drawn) | -1 | 0.1 | 0.3 | 96 | -0.7 | -2 | 3 | -6 | 4 | -4
CN(C)CCN(C(=O)C1=COCCO1)c1nc2ccc(Cl)cc2s1 | 0 | 0.1 | 1.1 | 98 | -0.2 | 18 | 6 | 16 | -8 | -3
O=C(NCC(c1ccco1)N1CCc2ccccc21)C(=O)Nc1ccc(F)cc1F (stereo not drawn) | 14 | -0.2 | -3.3 | 95 | -0.5 | -2 | -15 | -7 | -8 | -13
C[C@@H]1CN([C@H](C)CO)S(=O)(=O)c2ccc(Br)cc2O[C@H]1CN(C)C(=O)Nc1ccc(F)cc1 | 2 | -0.1 | 3.7 | 101 | 1.3 | -3 | 3 | 39 | -1 | 17
CCN1CCc2c(sc(NC(=O)c3ccc(C(=O)c4ccccc4)cc3)c2C(N)=O)C1 | -8 | 0.7 | -3.5 | 103 | 1.0 | 12 | 7 | -7 | -6 | -1
CC1(C)N=C(c2cccc(F)c2)C(=O)N1 | -2 | 0.1 | 0.1 | 99 | 0.6 | -1 | 8 | -2 | 5 | 2
Clc1ccccc1N1CCN(Cc2c[nH]c3ccccc23)CC1 | -2 | -0.1 | 2.6 | 98 | -0.5 | 22 | 7 | 0 | -4 | 2
COc1ccc(CCNC(=O)C(=O)NCC2CCCN2S(=O)(=O)c2cccs2)cc1OC (stereo not drawn) | 1 | 0.1 | -2.8 | 96 | -0.2 | 1 | -3 | 6 | -6 | 15
Cc1noc(/C=C/c2ccco2)c1S(=O)(=O)N1CCC(C(=O)N(C)Cc2ccccc2)CC1 | -2 | -0.2 | -2.3 | 95 | -4.8 | 5 | 12 | 6 | -8 | 1
COc1ccc(CC(=O)N/N=C/C=C/c2ccc3c(c2)OCO3)cc1OC | 0 | 0.0 | 0.1 | 98 | 0.1 | -1 | 7 | 4 | 3 | 1

Exocytosis inh, entries above that show a hit.
SMILES,N-glyco inh,aDG glyco act,MC4R barr agon,ABCB6 inh MLPCN,Exocytosis inh,ABHD5-PLIN5 inh,HTR2A ag,MC4R antagonist
C[n+]1c2n(c3ccccc31)N=C(c1cc(C(C)(C)C)c(O)c(C(C)(C)C)c1)CS2,12,0.1,-1.6,87,58*,12,-1,-6

Later entries
SMILES | N-glyco inh | aDG glyco act | MC4R barr agon | ABCB6 inh MLPCN | iPSC survival up | Exocytosis inh | ABHD5-PLIN5 inh | H9c2 protect | HTR2A ag | MC4R antagonist
Cc1ccc(NC(=O)COC(=O)c2c(-c3ccccc3)noc2C)cc1 | -2 | 0.1 | -1.2 | 98 | -0.1 | -12 | -5 | 2 | -3 | 5
CCOC(=O)C1(C)CCCN(C(=O)c2ccccc2OC(F)(F)F)C1 (stereo not drawn) | -1 | 0.1 | -1.8 | 108 | 0.9 | -2 | 2 | 7 | 1 | -1
Cc1cc(CNC(=O)CC2C(=O)NCCN2CC(C)(C)C)nn1C (stereo not drawn) | 2 | 0.0 | -2.5 | 183 | 7.5 | -4 | 2 | 1 | 6 | 2
CCO[C@H]1OC(C(=O)N2CCN(Cc3ccc4c(c3)OCO4)CC2)=C[C@@H](C)[C@@H]1CCCO | 5 | 0.2 | -0.7 | 102 | 1.9 | -3 | 1 | 8 | -6 | 4
Cc1cc(/C=C2\SC(=O)NC2=O)c(C)n1-c1ccc(N2CCOCC2)cc1 | -2 | -0.1 | 0.4 | 97 | -0.4 | 16 | 5 | -2 | 6 | 6
CCOc1ccccc1NC(=O)CSc1n[nH]c(=O)n1-c1ccccc1 | -3 | 0.1 | -1.8 | 92 | -0.1 | -5 | -2 | -2 | -5 | 7
CSc1ncccc1C(=O)NC1CCCc2c1cnn2-c1ccc(C)c(C)c1 (stereo not drawn) | -2 | 1.0 | 0.8 | 99 | -0.4 | 2 | -6 | -6 | 4 | -1
Cc1cc(NCCCn2ccnc2)n2nc(C)c(-c3ccc(Cl)cc3)c2n1 | 16 | 1.7 | 1.4 | 99 | -0.4 | 4 | 13 | 8 | -2 | 4
O=C(CCNC(=O)c1ccccc1Cl)Nc1cc(C(F)(F)F)ccc1N1CCCC1 | 1 | 0.2 | -3.0 | 91 | 0.3 | 0 | -3 | 3 | -5 | 6
COc1ccc2c(C)c(C)c(=O)oc2c1OC | 0 | 0.2 | 0.0 | 100 | -0.2 | 1 | -3 | 15 | -1 | 11
COc1cc(C(=O)OCC(=O)Nc2ccccc2C(=O)NC2CC2)c([N+](=O)[O-])cc1OC | -1 | 0.1 | -0.7 | 95 | 2.0 | 0 | -7 | 2 | 3 | 6
O=[N+]([O-])c1ccc(/C=C/c2ccc3cccc(O)c3n2)cc1 | 2 | 0.0 | -2.1 | 95 | -0.6 | 15 | 0 | 33 | 3 | -3
CCCCCN(C(=O)CCC(=O)OCC(=O)N1CCCCC1CC)c1c(N)n(CCCC)c(=O)[nH]c1=O (stereo not drawn) | 2 | -0.1 | 0.6 | 95 | -2.1 | -9 | -4 | -4 | 8 | 10
CN(C)C(=O)CNC(=O)C1CCCCC1 | -1 | 0.0 | -3.1 | 78 | 3.1 | -4 | -4 | 10 | 2 | -5
Cc1ccc(NC(=O)c2cc(NC(=O)C3CC=CCC3C(=O)O)ccc2N2CCOCC2)cc1 (stereo not drawn) | -2 | -0.1 | 1.6 | 108 | 8.5 | -2 | 1 | 8 | 0 | 0
O=C(CSCc1c(F)cccc1Cl)Nc1ccccc1C(=O)N1CCOCC1 | 1 | 0.0 | 1.5 | 94 | -0.4 | 0 | 4 | 2 | 4 | 21
O=C(NCc1ccco1)/C(=C\C=C\c1ccccc1)NC(=O)c1ccccc1Br | -1 | 1.9 | -1.0 | 100 | 0.8 | 0 | -2 | 3 | 2 | 0
COCCN(CCOC)S(=O)(=O)c1ccc(NC(=O)c2cnccn2)cc1 | 1 | 0.0 | 1.3 | 107 | 1.0 | 0 | -1 | 3 | -1 | 14
COc1cccc(C(=O)Nc2nc(-c3ccc4c(c3)OCO4)cs2)c1 | 0 | 0.0 | -0.1 | 96 | 2.0 | -7 | 1 | 8 | 16* | -1
CCOC(=O)c1ccccc1NC(=O)COC(=O)Cc1ccccc1F | 2 | 0.0 | 0.9 | 100 | 0.2 | -2 | 6 | 0 | 5 | 0
CCOc1cc(C2NC(=O)NC(c3ccccc3)=C2C(C)=O)ccc1OC(C)=O (stereo not drawn) | 0 | 1.3 | 2.3 | 95 | 0.5 | 0 | 0 | 3 | 2 | 14
COC(=O)c1cc(C(=O)OCC(=O)NNC(=O)c2cccs2)cc([N+](=O)[O-])c1 | 2 | 0.1 | -3.0 | 103 | -0.4 | -3 | 2 | -1 | 2 | 1
Cc1cc(OCCCC(=O)Nc2cc(S(=O)(=O)N3CCOCC3)ccc2N2CCOCC2)ccc1Cl | 0 | -0.6 | -1.5 | 86 | 0.0 | -3 | 0 | -4 | 0 | 1
O=C(COC(=O)Cc1ccc(S(=O)(=O)N2CCOCC2)s1)Nc1ccc([N+](=O)[O-])cc1 | 0 | 0.0 | -0.3 | 101 | -0.3 | -4 | 3 | 1 | -3 | 11
CC(=O)N1CCN(c2ccccc2NC(=O)COc2ccc(Cl)cc2Cl)CC1 | 0 | 0.4 | 2.8 | 97 | -0.4 | 3 | 1 | 35 | -6 | 7
COc1ccccc1C(C#N)N1N=C(C)CC1(C)C (stereo not drawn) | 0 | 0.0 | -1.3 | 102 | 9.1 | 3 | -1 | -3 | 2 | -2
O=C(O/N=C1\CCCc2ccccc21)c1ccc(F)cc1 | 1 | 0.1 | 0.8 | 90 | -0.7 | 2 | 2 | -17 | -3 | -2
O=C(c1ccccc1)N1CCn2c(nc3ccccc32)C1 | 0 | 0.1 | -0.2 | 88 | -0.3 | -3 | 12 | 0 | -1 | 4
O=C(/C=C/c1ccc([N+](=O)[O-])cc1)NCc1cccs1 | -2 | 0.1 | 0.5 | 100 | -2.8 | -2 | 0 | 2 | 0 | 2
C=C(C1=CCN(S(=O)(=O)C(C)(C)C)[C@H]1CCO)c1ccccc1 | -2 | 0.0 | -2.8 | 102 | -0.3 | 2 | 2 | 14 | 0 | 0

Screening data from PubChem BioAssay.
